# PhoP inhibition: PhoP-dependent GFP reporter repression – Salmonella Typhimurium, primary screen (AID 1863); S. Typhimurium PhoP-regulated promoter GFP reporter, 4 h; higher % means a stronger effect; one-dose inhibition, % at 50 µM; IC50 in µM for titrated hits; actives 0.16% (n = 300,000);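 active = inhibition over 29.93%, a cutoff 3 SD above the screen mean, later confirmed by dose response; inconclusive = inhibition over 29.93% but no dose response follow-up; inactive = inhibition at most 29.93% or unconfirmed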;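 note: 0% = low Mg2+ inducing control and 100% = high Mg2+ repressing control; strong numbers were not always called active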
# TNAP activators: human TNAP enzyme activators, primary screen, biochemical, luminescent, no phosphate acceptor, uHTS (AID 1001) | purified TNAP, luminescent activation assay, no phosphate acceptor; higher activation fold means a stronger effect | activation fold at 20 µM, or EC50 in µM where a hit was titrated | actives 0.03% (n = 200,000); in the data active = activation fold from about 3, or a potency from the dose series; inactive = the rest, 99 in 100 with activation fold below about 1.6; note: many of its hits are not listed in these tables
# XIAP antagonists: XIAP antagonists, biochemical, IAP family, fluorescence polarization (AID 1018); displacement, % at 20 µM; hits with a dose series show IC50 in µM; XIAP BIR domain, fluorescence polarization peptide displacement; higher % means a stronger effect; actives 0.007% (n = 200,000); in the data active = displacement above about 50%; note: a part of the inactive calls stands beside numbers as strong as those of hits
# PMI inhibitors: inhibitors of human PMI, primary screen, biochemical, fluorescence intensity, coupled assay (AID 1209); purified PMI enzyme, coupled fluorescence intensity; higher % means a stronger effect; one-dose inhibition, % at 20 µM; IC50 in µM for titrated hits; actives 0.42% (n = 190,000);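 note: plate controls were DMSO vehicle for no effect and wells lacking substrate for full effect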
# Siah-1 displacement: blockers of Siah-1 interaction with plectin peptide – biochemical, fluorescence polarization, rhodamine-plectin, uHTS, primary screen (AID 1817) | Siah-1 / rhodamine-plectin peptide fluorescence polarization; higher % means a stronger effect | displacement, % at 20 µM, or IC50 in µM where a hit was titrated | actives 0.02% (n = 290,000);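 active = displacement of at least 50% at 20 µM, with a fluorescence ratio check between 0.3 and a set limit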;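 note: plate controls were Siah plus tracer with DMSO for no effect and tracer alone without Siah for full effect; strong numbers were not always called active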
# RSV CPE inhibition: RSV antiviral activity via CPE protection, HEp-2 cells, primary 10 µM value included (AID 2391). CPE inhibition, % at 10 µM, or IC50 in µM where a hit was titrated. HEp-2 cells, RSV-induced CPE inhibition; higher % means a stronger effect. actives 0.13% (n = 310,000); in the data active = a potency from the dose series; inconclusive = CPE inhibition mostly from about 23% at the one dose, without a potency; inactive = the rest, 99 in 100 with CPE inhibition below about 21%; note: strong numbers were not always called active
# WT yeast gro inh: growth inhibition of WT yeast, mitochondrial fusion screen; AID 1362; inhibition, % at 10 µM; mitochondrial fusion phenotypic screen, WT strain; actives 2.1% (n = 190,000); in the data active = inhibition above about 58%; tested in S. cerevisiae
# PMI inhibition: human PMI inhibitors, high substrate, primary screen, biochemical, fluorescence intensity, high mannose 6-phosphate (AID 1220); actives 0.66% (n = 190,000); recombinant PMI enzyme, coupled fluorescence intensity; higher % means a stronger effect; one-dose inhibition, % at 20 µM; IC50 in µM for titrated hits
# Myeloid diff 2: myeloid differentiation induction | ER-HoxA9 myeloid progenitors, lysozyme-GFP differentiation, flow cytometry | calls only at 10 µM | actives 1% (n = 360,000) | AID 624256;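 active = normalized GFP-positive differentiation at or above the plate's own cutoff, the solvent-only control mean plus 3 SD; inconclusive = no clear call, values can overlap the other calls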;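 note: cells exposed to compound for four days before flow analysis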
# WT yeast gro inh mutant strain: recorded beside WT yeast gro inh, whose call it bears; inhibition, %; mitochondrial fusion phenotypic screen, mutant strain inhibition
# Myeloid diff 2 GFP+ MAC1+ %: second read-out of Myeloid diff 2, no call of its own (marks repeat the call); GFP+ MAC1+ double positive, %; measured here: differentiation confirmed by MAC1 staining
# * marks the source's active call; other numbers are inactive results; i = inactive; ? = inconclusive; · = not tested or not shown. Cut-off read from the data, not from the text of the source, unless noted: active = inhibition above about 50%; inactive = the rest.
# Each structure is followed by: PhoP inhibition | TNAP activators | XIAP antagonists | PMI inhibitors | Siah-1 displacement | RSV CPE inhibition | WT yeast gro inh | WT yeast gro inh mutant strain | PMI inhibition | Myeloid diff 2 | Myeloid diff 2 GFP+ MAC1+ %
> COc1cccc(CN2CCN(C(=S)NCc3ccc(Cl)cc3)CC2)c1
    0% | 1.1 | -1.5% | 11% | 11% | -2.5% | 67* | 64* | 8% | i | 0.1
> Oc1cccc(C(O)CNCc2ccc(-c3ccccc3)cc2)c1 (stereo not given)
    7% | 1 | -0.9% | -3% | 2% | 0.6% | 17 | 5 | 0% | i | 0.3
> COc1ccc(NC(=O)c2cccc3ccccc23)cc1
    4% | · | · | · | 4% | -0.6% | · | · | · | i | 1.1
> CCOc1ccc(C(C(=O)NC(C)(C)C)N(CCOC)C(=O)CCC(=O)Nc2nccs2)cc1 (stereo not given)
    0% | · | · | · | 4% | 1.5% | · | · | · | i | 0.3
> Cc1ccc(-c2cc(-c3ccccc3)no2)c(O)c1
    -11% | 1 | -5.1% | 6% | 7% | 1.0% | -1 | 3 | 6% | i | 0.9
> Cc1ccc(C)c(NS(=O)(=O)c2ccc3[nH]c(=O)oc3c2)c1
    -9% | 0.6 | 3.3% | 1% | -5% | -1.5% | 3 | 7 | 10% | i | 0.3
> Cc1ccc2nc(C)c(C(=O)NN=C3CCN(C)CC3)n2c1
    -4% | 1.1 | -1.6% | 5% | 2% | 2.2% | 2 | 6 | 12% | i | 0.4
> O=S(=O)(Nc1ccc(S(=O)(=O)Nc2ccccc2)cc1)c1ccccc1
    -1% | 1 | -1.1% | 0% | 1% | -1.3% | -2 | 2 | 1% | i | 0.6
> CCOC(=O)N1CCN(C(=O)CCCn2nc(C)c3sc4ccccc4c3c2=O)CC1
    -2% | 1.1 | -5.3% | 0% | -4% | 1.1% | -10 | -42 | -5% | i | 1.0
> O=c1cc(O)sc2ccccc12
    -4% | 1 | -1.3% | 15% | -3% | 2.2% | 13 | 4 | 11% | i | 1.1
> CCN(CC)c1ccc(NC(=O)C2CCCN(S(=O)(=O)c3cccnc3)C2)c(C)c1 (stereo not given)
    8% | 1.1 | -4.7% | 3% | -1% | -0.6% | -10 | -11 | 11% | i | 2.9
> O=C(O)CSc1nnc2c(n1)[nH]c1ccccc12
    -2% | 0.9 | -6.9% | -10% | -3% | 4.0% | -4 | 1 | -6% | i | 0.0
> CCc1ccc2oc(C(=O)Nc3cccnc3)c(C)c2c1
    -3% | · | · | · | 3% | 12% | · | · | · | ? | ·
> Cc1ccc(OCC(=O)Nc2ccccc2C(=O)N2CCCCC2)cc1
    -4% | · | · | · | 8% | 1.2% | · | · | · | i | 0.6
> CC(C)CCNC(=O)CN(Cc1ccccc1Cl)C(=O)CCC(=O)Nc1ccccn1
    -10% | · | · | · | 0% | 0.4% | · | · | · | i | 0.0
> CCOc1ccc2nc(NS(=O)(=O)Cc3ccccc3)sc2c1
    -18% | 1.1 | -2.9% | -5% | -1% | 0.2% | 16 | 14 | -3% | i | 0.3
> CCOC(=O)N1CCN(C(=S)Nc2ccc(C)c(C)c2)CC1
    9% | 1.2 | -10% | 5% | 7% | 1.2% | 0 | -4 | -3% | i | 0.6
> Cc1ccnc(NS(=O)(=O)c2ccc(NS(=O)(=O)c3ccccc3)cc2)n1
    -7% | 1.1 | -4.7% | 7% | 20% | 0.2% | -4 | -14 | 12% | i | 0.7
> CC(/C=C/c1ccco1)=N/NC(=O)OC(C)(C)C
    -3% | 1.1 | -10% | -2% | 11% | 0.6% | -6 | -15 | 4% | i | 0.4
> COc1ccc(NC(=O)NC(C)C2CC3CCC2C3)cc1 (stereo not given)
    1% | 1.2 | -1.6% | 6% | 4% | 3.7% | 15 | 6 | 4% | i | 0.2
> Nc1nc(-c2ccccc2)c(N=Nc2cccnc2)s1
    4% | 0.7 | -10% | -8% | -4% | -0.1% | -8 | 12 | -2% | i | 0.3
> CSCCC(NC(=O)OCc1ccccc1)C(=O)NCc1cccnc1 (stereo not given)
    -8% | · | · | · | 1% | 3.1% | · | · | · | i | 0.3
> CC1CCN(C(=O)CSc2nnc(-c3cc4ccccc4cc3O)n2Cc2ccco2)CC1
    10% | 1 | -2.5% | 18% | -3% | 2.2% | · | · | 18% | i | 2.6
> Cc1ccc(S(=O)(=O)N[C@@H](Cc2ccccc2)C(=O)N2CCC[C@@H]2C(=O)O)cc1
    -2% | · | · | · | 6% | 1.2% | · | · | · | i | 0.7
> COc1cccc(NC(=O)C(NCCc2ccc(S(N)(=O)=O)cc2)c2ccccc2)c1 (stereo not given)
    7% | · | · | · | -4% | 3.1% | · | · | · | i | 2.7
> COc1ccc(/C=C/C(=O)C(C)(C)C)cc1OC
    0% | · | · | · | 6% | 0.0% | · | · | · | i | 0.3
> O=c1cc(O)c2c(=O)n(-c3ccccc3)c3c(c2o1)CCCCCC3
    -10% | 1 | -2.0% | 3% | 1% | 2.1% | 5 | 7 | 6% | i | 1.0
> CCOC(=O)N1CCN(C(=O)c2cccn3c(=O)c4cc(Cl)ccc4nc23)CC1
    -1% | 1 | -3.1% | 8% | 0% | 1.2% | 5 | -2 | 7% | i | 0.4
> O=C(Nc1ccccc1)/C(=C\c1ccncc1)NC(=O)c1ccccc1
    -3% | 1 | -3.5% | -4% | 1% | 1.0% | 12 | 0 | -7% | i | 0.5
> O=C(O)c1ccc2c(=O)n(-c3ccccc3F)c(=S)[nH]c2c1
    5% | 1.1 | 1.4% | -9% | 10% | 0.6% | -2 | 2 | -2% | i | 0.7
> Cc1cc(C(=O)Nc2c[nH]c(=O)[nH]c2=O)ccc1[N+](=O)[O-]
    -6% | 1.1 | -6.2% | -15% | -1% | 11% | -6 | -31 | -6% | i | 0.2
> CN(C)/C=C/C(=O)c1cc(N2CCOCC2)ccc1[N+](=O)[O-]
    -5% | 1 | -5.0% | 27% | 0% | 1.2% | -15 | 5 | 56%* | i | 0.2
> CCOC(=O)c1cnc2c(C(F)(F)F)cccc2c1N1CCOCC1
    2% | 1.1 | -3.5% | 2% | 2% | 0.8% | -8 | 1 | 2% | i | 1.2
> CCCCCn1c(CN2CCN(c3cccc(Cl)c3)CC2)nc2c1c(=O)n(C)c(=O)n2C
    · | 1 | -1.5% | 12% | 1% | 4.4% | · | · | 16% | i | 7.2
> Cc1ccc(NC(=O)c2cccc(NC(=O)CCC(=O)O)c2)cc1C
    -4% | 1.1 | 1.2% | -7% | 0% | -0.1% | -14 | 1 | -2% | i | 0.2
> CCN1CCCC1CNC(=O)Cn1nc(C)n2c(cc3cc(F)ccc32)c1=O (stereo not given)
    -9% | · | · | · | -2% | -0.5% | · | · | · | i | 5.0
> CCOC(=O)c1cc(-c2ccccc2)n(CC(=O)N2CCCC2)c1C
    -9% | 1.1 | -1.0% | 2% | 8% | 1.3% | -28 | 16 | 0% | i | 0.7
> N#CCSc1nnc(N)s1
    -9% | 1 | -6.7% | -4% | -3% | 1.0% | -10 | 1 | -11% | i | 1.2
> CC(=O)N(C)c1ccc(NC(=S)NC(=O)/C=C/c2ccco2)cc1
    1% | · | · | · | -6% | -1.8% | · | · | · | i | 0.3
> CCN(CC)CCOc1nnc(-c2ccc(OC)cc2)c2ccccc12
    -2% | · | · | · | 1% | 0.7% | · | · | · | i | 0.3
> COc1ccc(OC)c(C2C(C(=O)c3cccs3)=C(O)C(=O)N2c2cc(C)on2)c1 (stereo not given)
    -13% | 1.1 | -5.3% | -9% | -4% | 0.3% | 8 | 11 | -20% | i | 0.7
> CCOC(=O)N1CCN(C(=O)COc2ccc(Cl)cc2)CC1
    -7% | 1.1 | -3.4% | 11% | -2% | 0.8% | 6 | 16 | 8% | i | 6.8
> CC1CCN(CCCCOc2cccc(C(C)C)c2)CC1
    -4% | · | · | · | 4% | -0.4% | · | · | · | i | 0.7
> O=C(/C=C/Nc1ccccc1F)c1cccs1
    -7% | 1.1 | -4.5% | 5% | -4% | 1.6% | 9 | 33 | -5% | i | 0.7
> CS(=O)(=O)N(CC(=O)NCc1ccco1)c1ccc2c(c1)OCO2
    -11% | 1.1 | -4.1% | -2% | 3% | -1.1% | -36 | 15 | -8% | i | 5.9
> CC(C)(C)OC(=O)N1CCC(C(N)=O)CC1
    -4% | 1.1 | -2.7% | 1% | 8% | 2.4% | 4 | 5 | 5% | i | 0.4
> O=C(NNC(=O)c1ccc(Cl)cc1Cl)c1cccs1
    -9% | 1.2 | 0.1% | 0% | -1% | -0.5% | 2 | -3 | -3% | i | 0.5
> Cc1ccc2nc(N3CCOCC3)c3nncn3c2c1
    3% | 1.1 | -1.7% | 0% | -4% | 1.9% | 10 | -4 | 6% | i | 2.2
> CCNC(=S)N(Cc1cc2cccc(C)c2[nH]c1=O)C1CCCC1
    -7% | 1.1 | -2.9% | 9% | -5% | 5.8% | -1 | -3 | -1% | i | 0.7
> Brc1cccc(/C=N/Nc2nc(N3CCCCC3)nc(N3CCCCC3)n2)c1
    2% | 1.1 | -5.5% | · | 0% | 4.0% | 2 | -3 | · | · | ·
> Cc1ccc(Oc2ccc(OCC(=O)NC3CCS(=O)(=O)C3)cc2)cc1 (stereo not given)
    -2% | · | · | · | -4% | 2.9% | · | · | · | i | 0.7
> Cc1cccc(NC(=O)[C@@H]2CCCN2C(=O)OC(C)(C)C)c1
    3% | · | · | · | 1% | 1.8% | · | · | · | i | 0.7
> O=C(O)CSc1cccc2cccc(C(=O)O)c12
    -1% | 1.2 | -4.7% | -2% | -2% | -1.6% | 9 | 7 | -8% | i | 3.3
> Fc1ccc(NC(=S)NCCN2CCOCC2)c(F)c1F
    10% | 1 | -3.4% | -9% | 1% | -0.1% | 0 | 2 | -10% | i | 0.6
> Cc1ccc2nc(Cl)c(CN(C(=O)c3cnccn3)C3CCCCC3)cc2c1
    -4% | 1.1 | -4.5% | 11% | -2% | 1.6% | 17 | 9 | -5% | i | 8.5
> O=C(Nc1ccnc(-c2ccncc2)n1)c1ccc(F)cc1
    2% | 1.2 | -4.6% | 9% | 0% | 2.2% | 2 | 20 | 7% | i | 0.8
> CSc1ncc(CN2CCC(C(=O)Nc3cccc(-c4cscn4)c3)CC2)cn1
    -8% | · | · | · | -1% | ? | · | · | · | i | 1.4
> CCOC(=O)C1=C(O)/C(=C/c2cn(CC(=O)N3CCCC3)c3ccccc23)SC1=Nc1ccccc1
    -5% | 0.9 | 4.0% | 4% | -6% | · | -3 | -6 | 1% | i | 1.8
> CC(=O)c1cccc(S(=O)(=O)NCCC(=O)O)c1
    -9% | 1.1 | -8.0% | -4% | 0% | 0.7% | -16 | 6 | 2% | i | 0.9
> Cc1ccnc2nc(C(=O)OCC(=O)NC(=O)NCc3ccco3)nn12
    -3% | 1.1 | -3.2% | -10% | 5% | -0.2% | 15 | -1 | -1% | i | 0.5
> N#Cc1ccc(OCC(O)CS(=O)(=O)c2ccccc2)cc1 (stereo not given)
    3% | 1.1 | -3.7% | 4% | -3% | 0.0% | 2 | 3 | 5% | i | 0.5
> O/N=C1/CCc2cccc3cccc1c23
    1% | 1 | 2.1% | 0% | 0% | ? | 16 | -11 | 1% | i | 0.4
> CC(C)[C@H](NC(=O)NCCc1ccc(F)cc1)C(=O)O
    -12% | 1 | -2.1% | 2% | 0% | -0.9% | 0 | 0 | 10% | i | 2.1
